Tau FP inhib: tau fibrillization inhibition (FP). K18 P301L tau heparin fibrillization, Alexa594 FP, 6 h. Potency, µM (highest dose often 57.7 µM), for inactives: top-dose activity, negative = inhibition, usual class: inhibitors. 0.39% of 280,000 active; note: nearly all actives have a fitted effect of over 55% in size
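Compound effects on tau fibrillization are measured by Alexa 594 fluorescence polarization (ex 555, em 632 nm). K18 P301L tau is used at 15 uM with 0.24 uM labeled tracer, and 20 uM heparin induces aggregation over 6 hr at 37 C.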
Tau ThT inhib: inhibitors of human tau fibril formation, thioflavin T binding. Potency, µM (top dose mostly 57.4 µM), for inactives: at the highest dose activity, negative = inhibition, most hits filed as inhibitors. P10636. 2.1% of 270,000 active. recombinant tau K18 P301L (four-repeat tau fragment), heparin-induced fibrillization, ThT fluorescence; note: nearly all actives have a fitted effect of over 55% in size
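Heparin-induced (20 uM) aggregation of recombinant human K18 P301L tau, 15 uM unlabeled with 0.24 uM labeled, pH 7 acetate buffer, 6 hr at 37 C with compound. Fibrils quantified by 30 uM ThT fluorescence after 1 hr ambient incubation.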
RECQ1 inh: blocks DNA unwinding by human RECQ1; RECQ1 DNA unwinding, red fluorescence kinetic read; Potency, µM (titrated, usually from 57.3 µM), without a hit: top-dose activity, negative = inhibition, hits mostly inhibitors; 0.54% of 240,000 active;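 note: plate controls were vehicle for no effect and no enzyme for full effect; nearly all actives have a fitted effect of over 30% in size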
Target sequence (P46063 whole entry, looked up): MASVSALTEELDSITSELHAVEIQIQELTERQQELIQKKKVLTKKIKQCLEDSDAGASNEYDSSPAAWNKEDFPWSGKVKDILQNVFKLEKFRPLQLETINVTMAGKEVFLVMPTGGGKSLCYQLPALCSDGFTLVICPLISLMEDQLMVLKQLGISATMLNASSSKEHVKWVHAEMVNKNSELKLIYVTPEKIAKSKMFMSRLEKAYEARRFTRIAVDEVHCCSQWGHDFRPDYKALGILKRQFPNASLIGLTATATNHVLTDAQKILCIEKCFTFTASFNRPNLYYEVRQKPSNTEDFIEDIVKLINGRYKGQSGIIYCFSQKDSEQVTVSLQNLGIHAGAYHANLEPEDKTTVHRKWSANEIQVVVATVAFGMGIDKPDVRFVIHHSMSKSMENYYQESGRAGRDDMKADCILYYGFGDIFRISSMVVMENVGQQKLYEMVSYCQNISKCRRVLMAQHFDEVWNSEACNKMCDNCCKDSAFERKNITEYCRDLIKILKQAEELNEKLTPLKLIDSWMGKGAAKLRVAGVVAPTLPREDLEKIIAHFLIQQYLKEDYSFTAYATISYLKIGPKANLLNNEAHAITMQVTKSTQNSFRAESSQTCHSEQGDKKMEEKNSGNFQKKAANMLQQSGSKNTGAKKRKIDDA
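RECQ1T1 50 nM; forked duplex (20 bp + 30-nt ss tails) 200 nM, ATP 2 mM final; pH 8.0, 2 mM MgCl2, 2.5 ug/ml poly(dI-dC); 15 min compound preincubation; discontinuous kinetic read over 2 h at RT.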
TRb SRC2 PPI: disrupts binding of human TR beta to SRC2; Potency, µM (titrated, usually from 106 µM), without a hit: at the top dose activity change, negative = inhibition, hits mostly inhibitors; P10828; TRbeta-SRC2 peptide binding, fluorescence polarization; receptor liganded with 1 µM T3; 0.065% of 280,000 active;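 note: plate controls were bound peptide for no effect and peptide without receptor for full effect; nearly all actives have a fitted effect of over 50% in size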
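Read-out is fluorescence polarization (555 nm excitation, 632 nm emission) of a Texas Red SRC2 coactivator peptide; loss of signal reflects blocked binding to human TRb ligand-binding domain in the presence of 1 uM T3.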
L3MBTL1 block: inhibitors of human L3MBTL1. AlphaScreen L3MBTL1–H3K9me1 peptide binding. Q9Y468. Potency, µM (titrated, usually from 57.1 µM), for inactives: at the highest dose activity, negative = inhibition, hits mostly inhibitors. 0.66% of 230,000 active; note: nearly all actives have a fitted effect of over 60% in size
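AlphaScreen assay: L3MBTL1 (50 nM final) was preincubated 30 min at room temperature with biotinylated H3(1-15)K9me1 peptide (75 nM final), then 30 min with library compounds; streptavidin donor and nickel chelate acceptor beads (10 ug/mL final) added, 30 min dark.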
GoLoco inh red: inhibitors of human Gai1-RGS12 GoLoco interaction (red fluorophore); Gai1:RGS12 GoLoco peptide FP, rhodamine, 10 min; Potency, µM (titrated, usually from 61.6 µM), for inactives: at the top dose activity, negative = inhibition, most hits filed as inhibitors; 0.44% of 230,000 active; active = well fitted inhibition curve with a large enough effect, not every such curve was filed as active; inactive = no such curve, though single readings can be large or run the other way; note: nearly all actives have a fitted effect of over 30% in size; many of its hits are not listed in these tables
KDM4E inh: JMJD2E (human) inhibition. Potency, µM (series often up to 57.1 µM), without a hit: at the top dose activity change, negative = inhibition, hits mostly inhibitors. JMJD2E catalytic domain, FDH-coupled NADH fluorescence (FDH is formaldehyde dehydrogenase). 1.6% of 230,000 active. B2RXH2; active = well fitted inhibition curve with a large enough effect, not every such curve was filed as active; inconclusive = small, poorly fitted or top-dose-only effect, or another doubt; inactive = no such curve, though single readings can be large or run the other way;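 note: 0% = wells with enzyme and -100% = buffer wells without enzyme; nearly all actives have a fitted effect of over 50% in size; many of its hits are not listed in these tables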
Target sequence (B2RXH2 1-337 limits assumed): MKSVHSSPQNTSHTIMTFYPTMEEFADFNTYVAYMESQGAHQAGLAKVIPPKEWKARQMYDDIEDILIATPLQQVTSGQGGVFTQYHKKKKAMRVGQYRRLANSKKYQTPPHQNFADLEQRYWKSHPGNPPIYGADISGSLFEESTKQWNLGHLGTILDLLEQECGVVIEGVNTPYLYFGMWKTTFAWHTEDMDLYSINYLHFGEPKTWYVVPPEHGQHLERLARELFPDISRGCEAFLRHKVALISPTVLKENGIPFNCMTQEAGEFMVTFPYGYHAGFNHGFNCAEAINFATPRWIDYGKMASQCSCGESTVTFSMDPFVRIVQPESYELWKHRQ
TR SRC2 fluor cs: Texas Red fluorescence interference in TRb-SRC2 counter-screen | TRb/SRC2 Texas Red total fluorescence interference | Potency, µM (doses to about 106 µM), without a hit: top-dose fluorescence change, negative = quenching | 0.29% of 280,000 active; active = well fitted curve in either direction with a large enough effect; inconclusive = small, poorly fitted or top-dose-only effect
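Human TRβ ligand-binding domain (0.6 uM) and Texas Red SRC2 peptide (20 nM) in Tris buffer with 1 uM T3 and 5% DMSO were incubated with pinned compound for 5 hr at ambient temperature. Total fluorescence was computed as S + 2P (555/632 nm).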
* = called active by the depositor; i = inactive; u = inconclusive; x = not tested or not shown; & = joins results of further samples; ! = a repeat was not active; [ ] = another dose, or the depositor's remark. Unless noted, calls come from the whole dose curve; as a rule, active = well fitted curve in the direction sought with a large enough effect; inconclusive = small, poorly fitted or top-dose-only effect, or another doubt; inactive = no such curve, though single readings can be large; an effect the other way counts as inactive or inconclusive. Unless noted, % is set by controls: 0 for no effect and ±100 for the full control effect; potency is the fitted concentration of half-maximal effect. A portion of the library; rates above refer to the full screens.

Every second line gives: Tau FP inhib	Tau ThT inhib	RECQ1 inh	TRb SRC2 PPI	L3MBTL1 block	GoLoco inh red	KDM4E inh	TR SRC2 fluor cs
#1 CCC(C(=O)Nc1cc(C(=O)O)ccc1C)c1ccccc1 (stereo unspecified)
→ 4%	1%	i	-4%	4%[11.4 µM]	12%	15%	-1%
#2 O=C(COc1ccc(Cl)cc1)Nc1ccccc1C(=O)NCc1ccco1
→ -7%	-4%	-3%	-3%	x	2%	-8%	-3%
#3 CCOC(=O)N1CCN(S(=O)(=O)c2cc(OCC(=O)NC3CCCCC3)c(C)cc2Cl)CC1
→ -6%	-8%	i	5%	x	5%	-4%	1%
#4 CN1CCN(c2ccc(-c3ccc4ccccc4n3)cc2)CC1
→ 6%	u	i	-4%	-1%[11.4 µM]	2%	u	-6%
#5 COC(=O)C1CCN(C(=O)c2ccc(Cl)c(S(=O)(=O)NCc3cccnc3)c2)CC1
→ 0%	-6%	i	11%	x	9%	-1%	1%
#6 O=C(O)CNC(=O)/C=C/c1c(Cl)cccc1Cl
→ -2%	4%	-1%	7%	23%	8%	12%	0%
#7 Cc1nn(-c2ccccc2)nc1C(=O)NNC(=O)c1cccc2ccccc12
→ -2%	-17%	0%	4%	-3%	4%	-8%	1%
#8 COc1cc(OC)c(NC(=O)C(=O)CC(=O)c2ccc(C)cc2C)cc1Cl
→ -18%	u	i	-2%	x	7%	-24%	-3%
#9 COc1ccc(Cl)cc1NC(=O)CN1CCC(n2nnc3cc(C)ccc32)CC1
→ 2%	-11%	i	0%	x	2%	9%	2%
#10 CCCCOc1ccc(NC(=O)CSc2ccc(C(=O)O)cn2)cc1
→ 3%	1%	x	-1%	x	x	x	-1%
#11 C=CCn1c(SCC(=O)Nc2nc(C)cs2)nnc1C(CO)NC(=O)c1ccccc1 (stereo unspecified)
→ 0%	-11%	i	-5%	5%[11.4 µM]	16%	2%	2%
#12 CC(C)C(C(=O)Nc1ccc2c(c1)OCO2)N1C(=O)c2ccccc2C1=O (stereo unspecified)
→ -6%	-4%	-17%	-19%	-15%[11.4 µM]	12%	-9%	0%
#13 Cc1ccc(NC(=O)C2CCN(S(C)(=O)=O)CC2)cc1
→ 0%	-2%	-12%	2%	-16%	-5%	2%	-1%
#14 CC(O)c1n(C)c(Cl)c[n+]1C (stereo unspecified)
→ -4%	-3%	-6%	3%	x	13µM*	-3%	0%
#15 COc1ccccc1S(=O)(=O)Cc1ccc(C(=O)NCc2cccs2)o1
→ 8%	-12%	8%	-6%	-2%	-11%	2%	1%
#16 CCCCc1c(O)nc(SCCN(C)C)n(-c2ccccc2)c1=O
→ -6%	0%	-8%	-16%	2%	-9%	4%	-2%
#17 CC(C)(C)c1nnc(NC(=O)c2cc(-c3ccccc3)nc3ccccc23)s1
→ u	-12%	-5%	0%	-12%	-2%	u	0%
#18 COc1ccc(S(=O)(=O)N2CCOCC2)cc1NC(=O)Cc1ccccc1Cl
→ -2%	5%	-10%	3%[53 µM]	3%	4%	-7%	-3%[53 µM]
#19 C#Cc1ccc([C@@H]2C=C(C(=O)OCC=C)O[C@H](OCC)[C@H]2CCCO)cc1
→ -8%	-10%	-15%	0%	50%[activator]	-1%	13%	-2%
#20 Cc1cccc(OCC(=O)N2CCN(C(=O)c3ccco3)CC2)c1
→ 4%	-1%	i	2%	1%	10%	1%	3%

Reprinted from the results shown (4 entries):
Every second line gives: Tau FP inhib	Tau ThT inhib	RECQ1 inh	TRb SRC2 PPI	L3MBTL1 block	GoLoco inh red	KDM4E inh	TR SRC2 fluor cs
#7 Cc1nn(-c2ccccc2)nc1C(=O)NNC(=O)c1cccc2ccccc12
→ -2%	-17%	0%	4%	-3%	4%	-8%	1%
#8 COc1cc(OC)c(NC(=O)C(=O)CC(=O)c2ccc(C)cc2C)cc1Cl
→ -18%	u	i	-2%	x	7%	-24%	-3%
#9 COc1ccc(Cl)cc1NC(=O)CN1CCC(n2nnc3cc(C)ccc32)CC1
→ 2%	-11%	i	0%	x	2%	9%	2%
#10 CCCCOc1ccc(NC(=O)CSc2ccc(C(=O)O)cn2)cc1
→ 3%	1%	x	-1%	x	x	x	-1%

Later entries:
Every second line gives: Tau FP inhib	Tau ThT inhib	RECQ1 inh	TRb SRC2 PPI	L3MBTL1 block	GoLoco inh red	KDM4E inh	TR SRC2 fluor cs
#21 CCOC(=O)c1cc(NC(=O)C2CCCO2)cc(C(=O)OCC)c1 (stereo unspecified)
→ -6%	3%	-5%	-4%	-1%	-5%	2%	-10%
#22 CCCNC(=O)NC(=O)CN1C(=O)NC(C)(c2ccc(C)cc2)C1=O (stereo unspecified)
→ -1%	3%	-3%	6%	0%	14%	3%	1%
#23 CN1CCCC(OC(=O)CCCC(=O)OC2CCCN(C)C2)C1 (stereo unspecified)
→ -5%	-11%	8%	-6%	x	-16%	7%	0%
#24 COC(=O)c1c(C)[nH]c(/C=N/Nc2ccccc2)c1C
→ 9%	u	0%	-1%	-4%	12%	-5%	-1%
#25 COCCN(C(=S)Nc1ccc(C)c(C)c1)C(C)c1ccco1 (stereo unspecified)
→ -8%	u	-14%	0%	x	-3%	-2%	-1%
#26 Cc1ccc2nc3ccc(N4CCCCCCC4)nn3c(=O)c2c1
→ 9%	-20%	i	-3%	6%	29%	-12%	2%
#27 CC(=O)N1CCc2cc(S(=O)(=O)CCC(=O)Nc3c(C)n(C)n(-c4ccccc4)c3=O)ccc21
→ 0%	2%	-4%	-4%	0%	-2%	-4%	-2%
#28 COc1ccc(S(=O)(=O)N(CC(=O)NCc2ccc(C)cc2)c2ccc(Cl)cc2)cc1
→ -8%	5%	x	6%	x	x	x	0%
#29 O=C(N/N=C/c1ccc2c(c1)OCO2)C(O)c1ccccc1 (stereo unspecified)
→ 5%	-2%	-13%	8%	-3%	12%	6%	-3%
#30 CC(C)c1ccc(/C=N\NC(=O)c2ccc(Cn3cccn3)o2)cc1
→ 2%	-4%	-2%	0%	0%	-4%	-5%	-1%
#31 COc1cc(C(=O)NCC(c2cccnc2)N2CCc3ccccc32)cc(OC)c1OC (stereo unspecified)
→ -9%	-3%	x	-2%	x	x	x	-10%
#32 CN(C)S(=O)(=O)c1cc(NC(=O)COC(=O)C2CSC3(C)CCC(=O)N23)ccc1Cl (stereo unspecified)
→ -6%	-8%	-1%	4%	3%	1%	11%	7%
#33 Nc1ccc(S(=O)(=O)Nc2ccc(S(N)(=O)=O)cc2)cc1
→ -5%	-7%	7%	-10%	x	-7%	3%	1%
#34 COC(=O)c1ccc(C(NC(=O)OCc2ccccc2)/C(F)=C/[C@@H](C)C(=O)NCc2cccnc2)cc1 (stereo partly specified)
→ -2%	-17%	-3%	2%	x	2%	-10%	-4%
#35 Cc1ccc(N2CC(NC(=O)c3ccco3)CC2=O)cc1C (stereo unspecified)
→ -4%	4%	x	9%	x	x	x	-1%
#36 CCC1=NC(c2ccc(OC)cc2OC)N(O)C1(C)C (stereo unspecified)
→ -2%	-20%	-4%	-20%	x	42%[activator]	-26%	1%
#37 Cn1c(SCC(=O)c2ccccc2F)nnc1C1CC1
→ 12%	1%	i	-7%	4%	5%	5%	-3%
#38 Nn1c(SCC(=O)Nc2ccc3c(c2)OCO3)nnc1C(F)(F)F
→ 2%	-1%	-1%	2%	-17%	2%	1%	0%
#39 COc1cc(CNc2ncnc3c2[nH]c2ccc(C)cc23)cc(OC)c1
→ 15%	13%	-10%	8%	-30%	-6%	u	-3%
#40 COc1cccc(C(=O)Nc2cccc(-c3cn4ccsc4n3)c2)c1OC
→ -12%	-15%	x	0%	x	x	x	-2%

Some entries already given with just TRb SRC2 PPI, GoLoco inh red and Tau ThT inhib:
no.	Molecule	TRb SRC2 PPI	GoLoco inh red	Tau ThT inhib
35	Cc1ccc(N2CC(NC(=O)c3ccco3)CC2=O)cc1C (stereo unspecified)	9%	x	4%
36	CCC1=NC(c2ccc(OC)cc2OC)N(O)C1(C)C (stereo unspecified)	-20%	42%[activator]	-20%

(next part)
Every second line gives: Tau FP inhib	Tau ThT inhib	RECQ1 inh	TRb SRC2 PPI	L3MBTL1 block	GoLoco inh red	KDM4E inh	TR SRC2 fluor cs
#41 COc1ccc(Nc2nc3c(c(=O)n(C)c(=O)n3C)n2CCO)cc1
→ 2%	-22%	8%	-1%	1%	9%	-3%	-1%
#42 NC(=O)c1cc(-c2ccncc2)nc2ccc(Cl)cc12
→ 9%	u	i	-5%	-1%	15%	12%	-2%
#43 COc1ccc(OC)c(NC(=O)Nc2nnc(N3CCC(C)CC3)s2)c1
→ 9%	u	5%	6%	-10%	-11%	-9%	0%
#44 Cc1c(NC(=O)c2cccc(NS(C)(=O)=O)c2)c(=O)n(-c2ccccc2)n1C
→ u	-4%	-9%	5%	-5%	7%	4%	-1%
#45 CN(C)C(=O)/C(=C/c1cn(-c2ccccc2)nc1-c1cccc([N+](=O)[O-])c1)NC(=O)c1ccccc1
→ 11%	-5%	-1%	-8%	2%	8%	1%	-1%
#46 CCN(CC)C(=O)/C(=C\c1ccc(Br)cc1)NC(=O)c1ccccc1OC
→ -6%	-10%	i	0%	4%	x	-7%	-5%
#47 CC(=NC1CCN(Cc2ccccc2)CC1)c1c(O)[nH]c(=O)[nH]c1=O
→ 2%	-4%	i	2%	9%	2%	3%	0%
#48 Cc1ccc2c(=O)c3ccccc3n(CCCN)c2c1C
→ -3%	-5%	32µM*!	0%&-11%	x	-8%	x	2%&-3%
#49 CCN(CC)c1ccc(C(=O)NCc2nc3cccnc3n2Cc2ccc(C)cc2)cc1
→ 5%	u	x	-2%	x	x	x	-1%
